Source: PubChem BioAssay (Sanford-Burnham Center for Chemical Genomics)
EBI2 antag – EBI2 (human) antagonism. P32249. EBI2 beta-arrestin recruitment, luminescence, 7a,25-OHC stimulated. inhibition, % at 5 µM. 0.81% of 360,000 active; in the data active means inhibition above about 38%;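 further: enzyme fragment complementation signal reports receptor beta-arrestin coupling in cells; 0% = agonist plus DMSO wells and 100% = wells without agonist; some results beyond the cut were filed as inactive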
Target sequence (P32249 whole entry, looked up, the tested form may be a part): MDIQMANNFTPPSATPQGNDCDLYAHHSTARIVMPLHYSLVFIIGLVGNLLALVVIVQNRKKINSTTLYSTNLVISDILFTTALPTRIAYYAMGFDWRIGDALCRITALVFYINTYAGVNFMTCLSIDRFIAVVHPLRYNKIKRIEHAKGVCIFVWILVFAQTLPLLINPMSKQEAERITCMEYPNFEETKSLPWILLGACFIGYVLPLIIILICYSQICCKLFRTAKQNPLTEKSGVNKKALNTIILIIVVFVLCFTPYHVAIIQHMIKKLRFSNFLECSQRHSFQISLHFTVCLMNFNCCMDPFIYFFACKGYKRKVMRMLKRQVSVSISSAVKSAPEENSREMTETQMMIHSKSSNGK
Jurkat NFkB inh – inhibitors of the PMA/ionomycin-induced NF-kB reporter in Jurkat cells; PMA/ionomycin-induced NF-kB luciferase reporter, luminescence; inhibition, % at 4 µM; 0.53% of 330,000 active; AID 435003
SENP8 block – blocks the human protease SENP8. Q96LD8. purified SENP8, Z-RLRGG-aminoluciferin cleavage, luminescence. inhibition, % at 10 µM. 1.2% of 330,000 active. AID 2540
Target sequence (Q96LD8 whole entry, looked up): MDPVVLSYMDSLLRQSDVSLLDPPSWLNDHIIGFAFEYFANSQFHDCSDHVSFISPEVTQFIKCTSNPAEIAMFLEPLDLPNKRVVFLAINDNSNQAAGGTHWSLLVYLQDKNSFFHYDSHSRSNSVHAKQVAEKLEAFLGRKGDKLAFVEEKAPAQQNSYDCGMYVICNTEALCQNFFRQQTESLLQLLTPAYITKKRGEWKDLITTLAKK
Gli-Sufu block – Gli-Sufu pathway antagonism; Sufu-KO-LIGHT fibroblasts, Gli luciferase reporter luminescence; inhibition, % at 5 µM; 0.74% of 340,000 active;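 active means inhibition above about 55%, limit read from the data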;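 further: 0% = DMSO-treated cells and 100% = wells with medium but no cells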
697 NFkB inh – inhibitors of the PMA/ionomycin-induced NF-kB reporter in 697 B cells; 697 B-cell NF-kB luciferase reporter, 16 h; inhibition, % at 4 µM; 0.33% of 330,000 active; AID 435022; in the data active means inhibition above about 35%
UBC13 polyUb – human UBC13 polyubiquitination inhibition; P61088; UBC13 polyubiquitin chain formation, TR-FRET; inhibition, % at 20 µM; 0.47% of 330,000 active; AID 485273; in the data active means inhibition above about 45%, passing the limit was not always enough
Target sequence (P61088 whole entry, looked up): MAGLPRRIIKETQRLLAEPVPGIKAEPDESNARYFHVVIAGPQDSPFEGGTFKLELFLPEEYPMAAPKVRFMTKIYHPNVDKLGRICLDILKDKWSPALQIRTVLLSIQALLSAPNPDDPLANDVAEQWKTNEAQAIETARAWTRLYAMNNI
Apaf1 inhib – human Apaf-1 inhibition. 0.71% of 330,000 active. inhibition, % at 20 µM. AID 489030. reconstituted apoptosome caspase-3 activity, DEVD-Rh110 fluorescence; active means inhibition of at least 40% at 20 µM;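 further: plate controls were DMSO wells for no effect and DEVD-CHO caspase inhibitor wells for full effect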
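Medium: Hepes buffer, pH 7.5 / System: biochemical Apaf-1 apoptosome reconstitution / Measured by: Rh110 fluorescence, excitation 480 nm, emission 540 nm / Times: compound with Apaf-1, dATP, procaspase-3 30 min, then 50 min reaction, room temperature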
CCR6 antagonist – blocks CCL20-driven beta-arrestin recruitment at human CCR6 | P51684 | AID 493098 | CHO-K1 CCR6 PathHunter beta-arrestin, luminescence, CCL20-stimulated | inhibition, % at 20 µM | 0.49% of 340,000 active;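 active means compounds whose inhibition of the agonist-driven luminescence signal at 20 µM reaches about 50%, limit read from the data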;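 further: cells stimulated with CCL20 at 14 nM final; plate controls were DMSO with CCL20 for no effect and DMSO without agonist for full effect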
Target sequence (P51684 whole entry, looked up): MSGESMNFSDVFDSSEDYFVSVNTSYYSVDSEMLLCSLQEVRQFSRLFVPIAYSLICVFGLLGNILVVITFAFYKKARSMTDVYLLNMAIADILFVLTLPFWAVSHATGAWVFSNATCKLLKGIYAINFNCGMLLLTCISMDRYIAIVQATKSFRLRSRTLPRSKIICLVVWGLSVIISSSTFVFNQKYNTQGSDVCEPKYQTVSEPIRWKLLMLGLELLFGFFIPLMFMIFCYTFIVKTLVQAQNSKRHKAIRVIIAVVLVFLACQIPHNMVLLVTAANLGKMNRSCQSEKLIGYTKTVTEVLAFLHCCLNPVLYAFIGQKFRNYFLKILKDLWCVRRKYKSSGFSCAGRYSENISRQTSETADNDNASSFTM
The depositor's hits bear a star; i = inactive; / = no result given. Unless noted, no stated cut-off is given here; in the data, active means inhibition above about 50%; inactive means the rest. These rows are one share of the data; the hit share may differ from the screen's.

SMILES	EBI2 antag	Jurkat NFkB inh	SENP8 block	Gli-Sufu block	697 NFkB inh	UBC13 polyUb	Apaf1 inhib	CCR6 antagonist
CCOc1ccccc1NC(=O)CCNS(=O)(=O)c1cccc2nsnc12	6	13	5	-16	14	5	1	-13
CC(=O)Nc1ccc(S(=O)(=O)N2CCC(N3CCCC3)CC2)cc1	4	-4	-5	7	-29	-4	4	4
CCc1ccc(NS(=O)(=O)c2cc(OC)ccc2OC)cc1	1	10	-2	5	-15	4	-6	2
CCCNC(=O)COC(=O)c1cc2c(=O)n3ccccc3nc2s1	-5	-14	-14	-10	0	30	-3	-5
Cc1cnc(NC(=O)COc2cccc3c2OC(C)(C)C3)s1	-1	-60	-5	-6	i	-2	0	4
CC(Nc1nc(-c2ccc(F)cc2)cs1)c1nc2cc(Cl)c(Cl)cc2n1CCOCCO (stereo not drawn)	13	5	-6	16	-12	14	5	-6
O=C(CSc1ccccc1F)NNC(=O)c1cncc(Br)c1	-5	7	0	4	4	45	-5	15
O=C(CSc1ccc(-c2ccco2)nn1)N1CCCCCC1	6	-16	-6	-7	-5	-1	-1	-2
O=C(Nc1ccccc1)O/N=C1/CCCc2occc21	-6	10	-9	-12	-5	-4	-14	12
CC1CCN(c2nc3ccccc3nc2C(C#N)C(=O)NC2CCCCC2)CC1 (stereo not drawn)	/	-7	-2	/	9	10	8	/
Cc1ccc(CNS(=O)(=O)c2ccc(C(C)(C)C)cc2)n1C	5	-8	0	5	7	-2	12	-8
Cc1ccc(-c2nnn(CC(=O)N(CC(=O)NC3CCCCC3)c3ccccc3F)n2)o1	7	4	-6	8	-5	6	-2	5
COc1ccccc1NC(=O)CCNS(=O)(=O)c1ccc2c(c1)CC(C)N2C(=O)C1CC1 (stereo not drawn)	1	12	-8	-12	-9	0	0	1
CC(C)CC(=O)N1CCN(Cc2ccc(Br)cc2)CC1	-7	7	-8	8	13	8	-3	15
CCN(CC)C(=O)C1CCN(Cc2ccc(OCc3ccccc3)cc2)CC1	1	-6	-1	26	5	4	-4	13
Cc1ccc(OCC(=O)N2CCN(S(=O)(=O)c3ccc(Cl)cc3)CC2)c([N+](=O)[O-])n1	4	-9	-12	1	-5	-8	12	10
COc1ccccc1NC(=O)C(C)NS(=O)(=O)c1ccc(Cl)cc1 (stereo not drawn)	2	7	-5	-1	18	11	1	3
CCn1c(SCC(=O)Nc2ccc(NC(=O)c3ccco3)c(OC)c2)nc2ccccc2c1=O	10	-1	-6	43	-5	37	16	1
COc1ccc(C(=S)N2CCCC2)cc1	-7	-3	0	-9	-8	6	1	-5
CCc1cccc2c(C(=O)CSc3nncn3C)c[nH]c12	-7	-13	2	-4	0	11	-20	-3
CCN1C(=O)[C@@H]2Cc3c([nH]c4ccccc34)C(c3cc(OC)c(OC)c(OC)c3)N2C1=S (stereo partly drawn)	1	23	0	2	9	-2	14	-2
CNC(=O)C(=O)NCC1OCCCN1S(=O)(=O)c1ccc(F)cc1C (stereo not drawn)	2	-4	5	-3	18	3	4	-4
O=C(OCc1c(-c2ccccc2)ncc2ccccc12)c1ccc(Br)cc1	17	1	-6	1	2	1	20	21
Cc1cc(C)c2cc(C(=O)N(C)C3CCN(C)CC3)[nH]c2c1	-8	2	1	6	7	-8	-6	-3
O=C(CCSc1nc(-c2ccco2)cc(C(F)(F)F)n1)N1CCCc2ccccc21	9	-9	-4	-5	-1	-2	28	24

Brought forward from above: 5 compounds, then new ones.
SMILES	EBI2 antag	Jurkat NFkB inh	SENP8 block	Gli-Sufu block	697 NFkB inh	UBC13 polyUb	Apaf1 inhib	CCR6 antagonist
CCN1C(=O)[C@@H]2Cc3c([nH]c4ccccc34)C(c3cc(OC)c(OC)c(OC)c3)N2C1=S (stereo partly drawn)	1	23	0	2	9	-2	14	-2
CNC(=O)C(=O)NCC1OCCCN1S(=O)(=O)c1ccc(F)cc1C (stereo not drawn)	2	-4	5	-3	18	3	4	-4
O=C(OCc1c(-c2ccccc2)ncc2ccccc12)c1ccc(Br)cc1	17	1	-6	1	2	1	20	21
Cc1cc(C)c2cc(C(=O)N(C)C3CCN(C)CC3)[nH]c2c1	-8	2	1	6	7	-8	-6	-3
O=C(CCSc1nc(-c2ccco2)cc(C(F)(F)F)n1)N1CCCc2ccccc21	9	-9	-4	-5	-1	-2	28	24
O=C(Nc1nc(-c2ccc(F)c(F)c2)cs1)Nc1ccc(F)cc1F	37	-2	-2	3	-18	-20	9	-2
Cc1sc(NC(=O)c2ccccc2)c(C(=O)NC(C)C)c1C	-2	-8	0	-7	20	26	-17	-1
Cc1cccc(NC(=O)C(C)Sc2nnc(-c3cccnc3)o2)c1 (stereo not drawn)	-6	-1	-1	-25	4	1	-8	-6
c1ccc(COc2ccc(Nc3ncnc4nc[nH]c34)cc2)cc1	3	-62	-18	-27	-66	3	19	-8
N#C/C(=C\c1ccc(-c2ccccc2[N+](=O)[O-])o1)C(N)=O	-13	12	2	3	7	-2	-12	9
Cc1c(NC(=O)c2ccccc2N)cccc1C(=O)O	-4	-35	46	-34	-28	-9	6	-16
COc1ccccc1C1C(C(C)=O)=C(O)C(=O)N1CCc1ccccc1 (stereo not drawn)	4	-2	-10	6	-8	-14	17	9
Nc1nc(CSC(=S)N2CCCCC2)nc(Nc2ccccc2)n1	-5	-19	-2	-36	-24	8	11	1
CC1CCCCC1NC(=O)COC(=O)COc1ccc(Cl)cc1 (stereo not drawn)	-6	-4	6	-3	8	-1	6	5
COc1ccc(C(=O)CNc2ccc3ccccc3c2)cc1	20	-18	6	-6	-64	-11	6	16
Cc1ccn2c(=O)c(C(=O)NCCC3=CCCCC3)c(O)nc2c1	-7	-12	0	-3	-36	-3	13	8
COc1ccc(C2/C=C\CN(C(=O)Oc3ccc(C(F)(F)F)cc3)CC(=O)N2Cc2ccc(F)cc2)cc1 (stereo not drawn)	4	6	-3	-3	-4	5	12	18
Cc1ccc(C(=O)NNC(=O)C(NC(=O)c2cccc(C)c2)C(C)C)cc1 (stereo not drawn)	-8	2	7	-14	18	3	-13	8
O=C(CCc1nc2ccccc2[nH]c1=O)N/N=C/c1ccccc1	0	0	10	1	7	-7	-1	-6
O=C(c1c[nH]c(C(=O)N2CCN(Cc3ccccc3)CC2)c1)C1CCCCC1	-5	6	-9	2	2	-3	8	-6
COc1cc(C(=O)NCC(C)C)cc(OC)c1OC	-5	6	-7	2	5	-7	2	-10
CN(C(=O)CSc1nc2ccccc2n1CCc1ccccc1)C1CCS(=O)(=O)C1 (stereo not drawn)	-12	-8	-3	-10	-8	-5	21	12
COc1ccc(-c2nnc(SCC(=O)N3CCCC3)o2)cc1	-4	-27	-5	-7	-34	0	1	0
COC(=O)CSc1nnc(-c2ccco2)n1Cc1ccco1	-5	7	4	3	24	6	-8	-9
O=C(NNC(=O)C1CCC1)c1ccccc1	-12	-2	-16	1	-3	3	-5	7
CCCS(=O)(=O)N1CCCC(C(=O)NCCCN(C)c2ccccc2)C1 (stereo not drawn)	-1	10	-2	-2	22	3	2	6
C/C(=N\NC(=O)c1nnn(-c2nonc2N)c1COc1ccc(F)cc1)c1ccc(Cl)cc1	8	4	-7	-1	-8	-25	-8	-4
CNC(=O)c1cccc2nc3ccccc3nc12	-4	16	34	2	27	-21	-24	1
C[C@H](CO)N1C[C@H](C)[C@@H](CN(C)C(=O)Nc2ccc(C(F)(F)F)cc2)Oc2ccc(NC(=O)C3CCCCC3)cc2C1=O	-10	-10	-4	-19	-17	11	11	19
COc1ccc(NC(=O)C2=NN(C3CCS(=O)(=O)C3)C(=O)CC2)cn1 (stereo not drawn)	-4	-5	-4	0	-3	-11	7	-8

Other compounds
SMILES	EBI2 antag	Jurkat NFkB inh	SENP8 block	Gli-Sufu block	697 NFkB inh	UBC13 polyUb	Apaf1 inhib	CCR6 antagonist
CC1CCN(Cc2cc(=O)oc3ccc(C(C)C)cc23)CC1	12	-14	-8	6	3	0	27	16
O=C(Nc1cccc(S(=O)(=O)N2CCCCC2)c1)C1CCCN1S(=O)(=O)c1ccccc1F (stereo not drawn)	2	-3	2	-16	-8	2	-4	15
COC(=O)c1ccccc1NC(=O)Cn1c(SC)c(F)cnc1=O	3	-9	-3	-1	9	0	8	1
Cc1cc(C)n(-c2n[nH]c(=O)c3ccccc23)n1	7	-7	8	2	7	11	-26	7
COc1cc(C)c(S(=O)(=O)N2CCCC2)cc1C(C)C	-9	-9	4	3	4	1	5	14
COc1ccc(CC(=O)N2CCCC(CNC(=O)c3ccccc3Cl)C2)cc1 (stereo not drawn)	-10	8	-4	0	-4	2	-11	-8
COc1ccc(C(=O)N(Cc2ccco2)C(C(=O)NC2CCCC2)c2ccc(O)cc2)cc1OC (stereo not drawn)	-2	-2	8	3	23	4	-3	8
CCOC(=O)c1c(NC(=O)c2ccoc2C)sc(C(=O)N(C)C)c1C	-3	16	5	-8	14	5	4	14
Cc1ccc(NC(=O)CCn2cnc3ccccc3c2=O)cc1	-3	-4	0	1	-10	0	-7	-3
Cc1ccccc1NC(=O)NCC1CCN(C(=O)OC(C)(C)C)CC1	-20	-4	-3	-1	-18	3	3	1
NNC(=O)CC12CC3CC(C1)CC(n1ncnn1)(C3)C2	-4	8	-6	-14	-31	-6	1	4
COc1ccc(-n2nc(C(=O)NCC(=O)N3CCN(c4ccccc4)CC3)c3ccccc3c2=O)c(OC)c1	8	-85	-11	-75	-136	1	23	19
O=C(C1CCC(CNS(=O)(=O)c2cccs2)CC1)N1CCCCC1 (stereo not drawn)	-9	-2	0	-6	3	0	-6	-10
COc1ccc(-c2cc(C(=O)N3CC4(C)CC3CC(C)(C)C4)no2)cc1 (stereo not drawn)	12	-21	0	-21	-51	2	25	15
CC1(c2ccc(OC(F)F)cc2)NC(=O)N(CC(=O)NCCC2=CCCCC2)C1=O (stereo not drawn)	-4	0	-3	-6	8	-1	2	7
COc1ccccc1N1CC(C(=O)OCC(=O)Nc2c(C)cccc2C)CC1=O (stereo not drawn)	3	6	-1	8	14	2	5	5
CC(C)(CO)CNC(=O)CCc1nnc(Cc2ccc(-c3ccccc3)cc2)o1	6	-1	10	0	-6	-6	-15	4
C=CCSc1nnc(-c2ccc([N+](=O)[O-])cc2)o1	-9	-43	-9	-60	-36	-6	4	-3
CCn1c(SCC(=O)N2CCCC(C)C2)nnc1-c1ccc(S(=O)(=O)N2CCN(C)CC2)cc1 (stereo not drawn)	-7	9	-13	5	-17	-5	0	-6
COc1cccc2c1OC1(C)CC2NC(=O)N1 (stereo not drawn)	4	7	6	3	-5	-5	-4	-17
O=C(/C=C/c1ccccc1)N1CCN(S(=O)(=O)c2ccc(F)cc2)CC1	79*	3	-11	-6	17	17	1	6
O=c1cc2c(nn1Cc1ccc(Cl)cc1)-c1ccccc1CC2	1	9	6	-12	24	9	20	41
CCn1c(=O)cc(OCC(=O)N2CCN(c3cccc(C(F)(F)F)c3)CC2)c2ccccc21	4	11	-5	13	5	9	31	5
N#Cc1nc(-c2cccs2)oc1NCc1ccccc1	6	-9	1	-3	-5	13	5	14
CC(C)[C@@H]1CC[C@@H](C)C[C@H]1OC(=O)C[n+]1cc(-c2ccc(Cl)cc2)n2c1CCCCC2	5	21	-2	66*	-14	25	18	10
Cc1ccc2oc(=O)c3cnn(CC(=O)NC4CCC(C)CC4)c3c2c1 (stereo not drawn)	29	6	-3	54	7	-13	5	11
CC(C)(C)NC(=O)C(c1ccncc1)N(C(=O)c1csnn1)C1CC1 (stereo not drawn)	-8	6	7	/	19	-2	4	11
COc1ccc2oc(C)c(NC(C)=O)c2c1	0	6	-4	8	13	3	-8	-10
COc1ccc(S(=O)(=O)N(CC(=O)NCC2CCCO2)c2ccccc2)cc1OC (stereo not drawn)	-2	4	-7	-15	-3	-8	13	-5
Clc1cccc(-c2nc(NCCCN3CCOCC3)c3ccccc3n2)c1	12	-5	3	12	0	23	11	16

Two of the compounds above, field by field.
COc1ccc(-n2nc(C(=O)NCC(=O)N3CCN(c4ccccc4)CC3)c3ccccc3c2=O)c(OC)c1
  EBI2 antag = 8; Jurkat NFkB inh = -85; SENP8 block = -11; Gli-Sufu block = -75; 697 NFkB inh = -136; UBC13 polyUb = 1; Apaf1 inhib = 23; CCR6 antagonist = 19

O=C(C1CCC(CNS(=O)(=O)c2cccs2)CC1)N1CCCCC1 (stereo not drawn)
  EBI2 antag = -9; Jurkat NFkB inh = -2; SENP8 block = 0; Gli-Sufu block = -6; 697 NFkB inh = 3; UBC13 polyUb = 0; Apaf1 inhib = -6; CCR6 antagonist = -10
